PolyA inh – inhibitors of polyadenylation in S. cerevisiae; S. cerevisiae SKY197-pL101 polyadenylation reporter, beta-gal luminescence; efflux-impaired pdr1/pdr3 knockout yeast; score 100 = 6 SD above DMSO; calls only at 12 µM; actives 0.02% (n = 300,000); AID 1875;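 active means lowest replicate activity score at least 50, where 100 means six control SD above control mean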;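 further: yeast exposed to compound for 9 h at 30 °C; higher score means more reporter readthrough which indicates perturbed polyadenylation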
MrgX1 antagonist – antagonists of human MrgX1 receptor. MRGX1-HEK293 calcium flux, Fluo-4, BAM8-22 antagonism; stronger effect = lower value. actives 1.3% (n = 310,000). AID 588676. Q96LB2. B-score at 10 µM;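 active means calcium-response B-score plate-corrected more than 3 library SD below zero, starting fluorescence within 5 deviations, no agonist response on first addition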;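 further: peak minus trough fluorescence over baseline after final BAM8-22 challenge near maximal dose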
Target sequence (Q96LB2 whole entry, looked up): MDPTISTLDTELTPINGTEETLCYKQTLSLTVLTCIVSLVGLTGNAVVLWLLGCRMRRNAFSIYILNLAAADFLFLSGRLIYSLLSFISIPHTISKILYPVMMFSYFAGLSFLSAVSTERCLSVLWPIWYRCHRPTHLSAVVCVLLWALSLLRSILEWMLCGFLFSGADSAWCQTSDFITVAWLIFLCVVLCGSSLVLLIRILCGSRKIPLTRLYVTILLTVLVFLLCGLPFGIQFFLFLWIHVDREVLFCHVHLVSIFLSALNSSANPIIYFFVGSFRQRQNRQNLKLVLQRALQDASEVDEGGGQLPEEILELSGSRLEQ
TRPC4 inh – inhibitors of mouse TRPC4 channel; Q9QUQ5; HEK293 TRPC4beta/mu-opioid, DAMGO-evoked Fluo4 calcium flux; stronger effect = lower value; B-score at 10 µM; actives 0.39% (n = 300,000);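 active means B-score over 3 SD under the library average, no early fluorescence shift, positive overall ratio signal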
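Signal: kinetic Fluo4 fluorescence imaging of calcium influx. Material: stable TRPC4beta/mu-opioid receptor HEK293 cells. Probe or stimulus: DAMGO in two steps, submaximal then maximal.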
TRPC6 act – mouse TRPC6 channel activation; actives 0.13% (n = 310,000); Q61143; HEK293-TRPC6 membrane potential dye fluorescence; stronger effect = higher value; B-score at 10 µM;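 active means B-score of the integrated fluorescence ratio above library mean plus 3 SD, and starting fluorescence ratio within library mean plus 5 SD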;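 further: higher score means more depolarization so channel activation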
HIF activator – HIF pathway transcriptional activation; U2OS HRE-luciferase reporter, luminescence; normalized: DMSO 0%, desferrioxamine 100%; activation, % at 7.5 µM (by protocol); actives 0.32% (n = 300,000);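 active means mean activation of at least 10% of the iron chelator positive control signal, with at least half of replicates also reaching 10%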
TRPC4 act – TRPC4 (mouse) channel activation; HEK293 TRPC4beta/mu-opioid, Fluo4 calcium fluorescence; stronger effect = higher value; B-score at 10 µM; actives 0.49% (n = 310,000);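 active means B-score above 5 SD of library B-scores, and initial fluorescence ratio not above library mean plus 5 SD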;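 further: positive B-score marks a calcium rise read as TRPC4 activation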
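system = HEK293 cells stably co-expressing mouse TRPC4beta and mu-opioid receptor | schedule = Fluo4 dye loading 45 min at room temperature, 110 s recording | measure = B-scored integrated calcium fluorescence ratio | signal = Fluo4 calcium-sensitive dye fluorescence, kinetic, 1 Hz baseline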
AI-2 QS modul – modulates the Vibrio harveyi AI-2 quorum sensing system | actives 0.4% (n = 300,000) | Vibrio harveyi JMH597 AI-2 luminescence/OD600 ratio, 9 h; stronger effect = lower value; strain lacks LuxN and CqsS sensors; 0 = neutral-control median | activity change, % at 7.5 µM; in the data active means activity change below about -75%, passing the limit was not always enough;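 further: luminescence divided by OD600 gain over 9 h not by final OD600 alone; inactives centre near 13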
MrgX1 ag – human MrgX1 receptor agonism, primary screen; B-score at 10 µM; actives 0.44% (n = 310,000); MrgX1-HEK293 cells, Fluo-4 calcium fluorescence, agonist mode; stronger effect = higher value;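 active means calcium response B-score plate-corrected fluorescence ratio at least 3 library SD, with starting fluorescence B-score inside 5 SD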
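Assay system: stable human MrgX1 HEK293 cell line. Quantity: 15,000 cells per well. Schedule: cells plated overnight, dye loaded 0.5 h 37 °C, 0.5 h room temperature. Detection: Fluo-4 NW calcium-flux fluorescence, kinetic read. Read-out basis: peak-minus-minimum fluorescence over baseline, converted to B scores. Control set: positive and negative control wells on each plate.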
TRPC4 potent – allosterically enhances the mouse TRPC4 cation channel. actives 0.42% (n = 310,000). B-score at 10 µM. HEK293 TRPC4beta/mu-opioid, DAMGO EC20, Fluo-4 Ca2+ flux; stronger effect = higher value;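 active means B-score of calcium response area above 5 SD of library B-scores, with initial fluorescence ratio within 5 SD of library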;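 further: B-score of integrated fluorescence ratio over time as area under calcium response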
TRPC6 inh – blocks the mouse TRPC6 cation channel; Q61143; HEK293-TRPC6, membrane potential dye, ACh-evoked depolarization; stronger effect = lower value; B-score at 10 µM; actives 1.1% (n = 310,000); AID 2553;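 active means B-score under library mean minus 3 SD, initial fluorescence not abnormally high, positive integrated signal ratio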;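 further: B-score derived from integrated fluorescence ratio over the kinetic read; more negative B-score means stronger inhibition of depolarization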
MrgX1 PAM – allosterically activates human MrgX1 receptor signaling | Q96LB2 | MrgX1-HEK293, Fluo-4 calcium flux, FDSS; stronger effect = higher value | B-score at 10 µM | actives 0.63% (n = 310,000);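 active means plate-corrected calcium response at least 3 library SD above typical, normal starting fluorescence, not activating the receptor alone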;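 further: compound read alongside a low EC10 to EC30 dose of BAM8-22 agonist; peak minus trough fluorescence over baseline measured at the second addition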
Numbers without * were called inactive; i = inactive; · = not tested or not shown. This is a subset; rates above refer to the full screens.

SMILES	PolyA inh	MrgX1 antagonist	TRPC4 inh	TRPC6 act	HIF activator	TRPC4 act	AI-2 QS modul	MrgX1 ag	TRPC4 potent	TRPC6 inh	MrgX1 PAM
O=C(O)CSc1nc2c(cnn2-c2ccccc2)c(=O)n1-c1ccc(Br)cc1	i	i	i	i	-0.7	i	16.1	i	i	i	i
COc1cccc(C(=O)/C=C/c2ccc(OCC#N)c(OC)c2)c1	i	i	i	i	2.8	i	5.3	i	i	i	i
CC1(C)Cc2nc(-c3ccccc3)nc(NNC(=O)c3ccco3)c2CO1	i	i	i	i	-0.4	i	9.4	i	i	i	i
Cc1ccc(NCC(O)Cn2cnc3c2c(=O)n(C)c(=O)n3C)cc1 (stereo not given)	i	i	i	i	-0.5	i	-1.7	i	i	i	i
COC(=O)c1cc(NS(=O)(=O)c2ccc(NCc3cccnc3)c([N+](=O)[O-])c2)cc(C(=O)OC)c1	i	i	i	i	-0.6	i	28.9	i	i	i	i
COc1cc(OC)cc(C(=O)Nn2cc(C(=O)Nc3c(F)cccc3F)c3ccccc3c2=O)c1	i	i	i	i	0.3	i	17.0	i	i	i	i
COc1ccc(/C=C(\NC(=O)/C=C/c2ccco2)C(=O)NCCc2nc3ccccc3[nH]2)cc1	i	i	i	i	-0.2	i	23.9	i	i	i	i
Cc1ccc([C@@H]2[C@@H]3C(=O)N(c4ccccc4)C(=O)[C@@H]3[C@]3(C)C(=O)N(CC4CC4)CC(=O)N23)o1	i	i	i	i	-0.3	i	9.5	i	i	i	i
COc1cc(C(=O)O)ccc1OCc1ccncc1	i	i	i	i	-0.6	i	5.5	i	i	i	i
COc1ccc(N(C(=O)c2ccc(C)cc2)S(=O)(=O)c2cccs2)cc1	i	i	i	i	0.0	i	7.1	i	i	i	i
CCOC(=O)C1CCN(C(=O)C(C)Oc2ccc(Br)cc2)CC1 (stereo not given)	i	i	i	i	1.0	i	46.6	i	i	i	i
CC1(C)Cc2c(c(-c3ccco3)nc3sc4c(NCC5CCCO5)ncnc4c23)CO1 (stereo not given)	i	i	i	i	-0.7	i	30.1	49*	i	i	i
Nc1ccc(C(=O)Nc2ccc3nc(-c4ccncc4)[nH]c3c2)cc1	i	i	i	i	256.1*	i	14.8	i	i	i	i
Nc1nnc(SCc2cn3cc(Cl)ccc3n2)s1	i	i	i	i	1.1	i	20.7	i	i	i	i
CC(C)(C)NC(=O)CN(C(=O)CCC(=O)Nc1nccs1)c1ccc(F)c(Cl)c1	i	i	i	i	0.9	i	14.5	i	i	i	i
COc1ccccc1OCCC(=O)OCC(=O)c1[nH]c(C)c(C(C)=O)c1C	i	i	i	i	0.0	i	11.0	i	i	i	i
Cc1cc(C)c(C(=O)N2CCCC(Nc3ccc(F)cc3)C2)o1 (stereo not given)	i	i	i	i	0.0	i	·	i	i	i	i
CCCCn1c(N)c(N(CC)C(=O)CN2C(=O)NC(C)(c3ccccc3)C2=O)c(=O)[nH]c1=O (stereo not given)	i	i	i	i	-0.3	i	22.2	i	i	i	i
C=CC[n+]1c(-c2ccc(OC)c(OC)c2)csc1NNC(=O)Nc1ccccc1	i	-4.57*	i	i	-0.4	i	10.6	i	i	i	i
CC(C)(C)NC(=O)C(=O)N/N=C/c1cccs1	i	i	i	i	4.8	i	11.2	i	i	i	i
O=C(NCCN1CCCCC1)Nc1cccc(C(F)(F)F)c1	i	i	i	i	0.2	i	14.9	i	i	i	i
COc1cccc(CNC(=O)CCS(=O)(=O)c2cccs2)c1	i	i	i	i	-0.2	i	2.7	i	i	i	i
O=C1c2cccc3c(Cl)ccc(c23)C(=O)N1O	i	i	i	i	-0.4	i	26.7	i	i	i	i
CCCCNc1cc(=O)n(C)c(=O)[nH]1	i	i	i	i	-0.2	i	25.0	i	i	i	i
CCOC(=O)c1[nH]c(C)c(C(=O)OCCOc2cccc(C)c2)c1C	i	i	i	i	2.0	i	13.9	i	i	i	i
CC1CCN(C(=O)c2ccc(NC(=O)CC3SC(N4CCCC4)=NC3=O)cc2)CC1 (stereo not given)	·	i	i	i	0.1	i	43.0	i	i	i	i
COc1cccc2cc(C(C)N(CCCN3CCOCC3)C(=S)Nc3ccc(C)cc3)oc12 (stereo not given)	i	i	i	i	-3.2	i	16.3	i	i	i	i
O=C(CSc1nnc(CNc2ccc(Cl)cc2)o1)Nc1nc2c(s1)CCCC2	i	i	i	i	0.0	i	16.8	i	i	i	i
Cc1ccccc1Nc1nc(-c2cccnc2)nc2ccccc12	i	i	i	i	-0.4	i	11.5	42.3*	i	i	i
Clc1ccc(SCCn2ccnc2)cc1	·	i	i	i	-0.4	63*	-14.6	i	i	i	i
O=C(O)c1ccc(CS(=O)(=O)c2c(Cl)cccc2Cl)o1	i	i	i	i	0.0	i	22.0	i	i	i	i
CCN(CC)CCNC(=O)Cn1nc(-c2ccc(C)cc2)ccc1=O	i	i	i	i	-0.3	i	-8.3	i	i	i	i
c1ccc(-c2cc(NCCN3CCCCC3)c3ccccc3n2)cc1	i	i	i	i	2.7	i	2.6	i	i	-8.68*	i
Cc1ccc2nc(-c3ccc(NC(=O)C(C)Sc4nncs4)cc3)sc2c1 (stereo not given)	·	i	i	i	-0.5	i	13.6	i	i	i	i
CC(C)CC(NC(=O)C(NC(=O)C1CCC(=O)N1C(=O)OCc1ccccc1)C(C)C)C(=O)N1CCCC1C(N)=O (stereo not given)	i	i	i	i	-0.3	i	5.2	i	i	i	i
CCOc1nc(SCCOc2ccccc2)nc(N(C)C)n1	i	i	i	i	1.8	i	11.0	i	i	i	i

Single values from above:
AI-2 QS modul with CC(C)CC(NC(=O)C(NC(=O)C1CCC(=O)N1C(=O)OCc1ccccc1)C(C)C)C(=O)N1CCCC1C(N)=O (stereo not given) = 5.2
MrgX1 ag with Cc1ccccc1Nc1nc(-c2cccnc2)nc2ccccc12 = 42.3*

The listing continues.
SMILES	PolyA inh	MrgX1 antagonist	TRPC4 inh	TRPC6 act	HIF activator	TRPC4 act	AI-2 QS modul	MrgX1 ag	TRPC4 potent	TRPC6 inh	MrgX1 PAM
Cc1cccc(NC(=O)C23CCC(C)(C2Br)C3(C)C)c1 (stereo not given)	i	i	i	i	-0.4	i	3.1	i	i	i	19.8*
O=C(CC1Sc2ccccc2NC1=O)OC(C(=O)NCCc1ccccc1)c1cccnc1 (stereo not given)	i	i	i	i	-0.3	i	20.5	i	i	i	8.54*
COc1ccc(/C=N/NC(=O)c2ccn[nH]2)cc1COc1ccc(F)cc1	i	i	i	i	-22.2	i	45.5	i	i	i	i
Cc1ccc(O)c(C2=Nc3ccccc3N=C(c3cccs3)C2)c1	i	i	i	i	1.0	i	11.8	i	i	i	i
CC1C(=O)N(Cc2ccc([N+](=O)[O-])cc2)c2ccccc2N1C(=O)c1c(F)cccc1F (stereo not given)	i	i	i	i	0.7	i	16.1	i	i	i	i
Cc1cccc(C)c1OC(=O)CCN1C(=O)C2C3C=CC(C4CC34)C2C1=O (stereo not given)	i	i	i	i	-0.5	i	11.1	i	i	i	i
COc1cccc2c(=S)c(CCC(C)=O)c(C)[nH]c12	i	i	i	i	0.3	i	-7.4	i	i	i	i
Cc1sc2ncnc(N/N=C/c3ccc(O)cc3)c2c1C	i	i	i	i	1.6	i	31.4	i	i	i	i
O=C(Nc1ccccc1F)c1cc(Cl)sc1Cl	i	i	i	i	5.7	i	8.2	i	i	i	i
CC(=O)c1ccc(Oc2cc(-c3ccccc3)nc(-c3ccccc3)n2)cc1	i	i	i	i	·	i	14.1	i	i	i	i
COc1ccccc1CNC(=O)c1ccoc1C	i	i	i	i	-0.5	i	13.9	i	i	i	i
COCCOC(=O)c1c(C)n(C)c2ccc(OC(=O)c3cccs3)cc12	·	i	i	i	-0.3	i	42.1	i	i	i	i
COc1ccc2c(=O)c3c(=O)n(-c4ccccc4)c(-c4ccc(C)cc4)nc3oc2c1	i	i	i	i	0.5	i	3.1	i	i	i	i
O=C(CS(=O)(=O)c1ccc(F)cc1)NCCS(=O)(=O)c1ccccc1	i	i	i	i	-1.4	i	10.6	i	i	i	i
OCCC1CN(Cc2cccn2-c2ncccn2)CCN1CCc1ccccc1 (stereo not given)	i	i	i	i	1.1	i	20.1	i	i	i	i
Nc1nc(-c2ccccc2)cc(C(F)(F)F)n1	i	i	i	i	0.4	i	7.8	i	i	i	i
Cc1ccc(NC(=O)c2nnn(-c3ccc4c(c3)OCCO4)c2N)cc1	i	i	i	i	8.3	i	·	i	i	i	i
Cc1ccc(S(C)(=O)=O)cc1S(=O)(=O)Nc1cccc(Cl)c1	i	i	i	i	0.9	i	-3.8	i	i	i	i
COc1cc(NC(=O)C(C)Oc2ccccc2)ccc1NC(=O)COc1ccccc1 (stereo not given)	i	i	i	i	-0.4	i	4.6	i	i	i	i
CC(C)c1ccc(NC(=O)NC(C)c2ccc3c(c2)OCO3)cc1 (stereo not given)	i	i	i	i	-0.2	i	-7.6	i	i	i	i
Cc1ccc(Nc2nc(-c3ccc(O)c(O)c3)cs2)nc1	i	·	i	i	2.6	i	7.0	·	i	i	·
CCCCC1CCC(C(=O)N(CC(C)C)c2c(N)n(Cc3ccccc3)c(=O)[nH]c2=O)CC1 (stereo not given)	i	i	i	i	0.7	i	·	i	i	i	i
CC(C)CC(NC(=O)C(NC(=O)OC(C)(C)C)C(C)C)C(N)=O (stereo not given)	i	i	i	i	0.2	i	14.8	i	i	i	i
COc1cc2[nH]c(=O)n(CCCCCC(=O)N3CCN(c4ccccc4)CC3)c(=O)c2cc1OC	i	i	i	i	-0.5	i	10.1	i	i	i	i
Clc1ccc(Cn2cc(Br)cn2)cc1Cl	i	i	i	i	-0.2	i	-12.3	i	i	i	i
CCN(CC(=O)NC(C)C)Cc1nc2c(Br)cc(Br)cc2c(=O)[nH]1	i	i	i	i	0.4	i	12.0	i	i	i	i
COc1ccc(-c2nc3nc(C)c(Cc4ccccc4)c(=O)n3[nH]2)cc1	i	i	i	i	0.2	i	11.7	i	i	i	i
Cc1ccc(-c2cc(C(=O)NCc3cnn(C)c3C)c3cc(Br)ccc3n2)cc1	i	i	i	i	-1.1	i	17.1	i	i	i	i
CC1=NN(c2ccc(S(=O)(=O)O)cc2C)C(=O)C1	i	i	i	i	0.5	i	10.4	i	i	i	i

Source: PubChem (several laboratories)
